hERG protect = compounds protecting human hERG from proarrhythmic drug block; Q12809; CHO-hERG, FluxOR thallium flux, dofetilide IC70 present; activation (rescue from dofetilide block), less the hit threshold, % at 10 µM; actives 0.51% (n = 310,000);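 active = activation above the mean of controls blocked by dofetilide plus 5 SD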;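 also: thallium influx through hERG after potassium depolarization seen as dye fluorescence rise; in these data hits start at about 4.7%; inactives centre near -7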
KCNK3 block = human KCNK3 channel inhibition, primary screen; O14649; CHO-KCNK3 thallium flux, FluxOR fluorescence; hits give low values; B-score at 10 µM; actives 0.84% (n = 340,000);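 active = B-score under library mean minus 4 SD, starting fluorescence ratio at most library mean plus 5 SD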;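 also: more negative B-score means stronger inhibition of thallium flux through KCNK3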
Target sequence (O14649 whole entry, looked up): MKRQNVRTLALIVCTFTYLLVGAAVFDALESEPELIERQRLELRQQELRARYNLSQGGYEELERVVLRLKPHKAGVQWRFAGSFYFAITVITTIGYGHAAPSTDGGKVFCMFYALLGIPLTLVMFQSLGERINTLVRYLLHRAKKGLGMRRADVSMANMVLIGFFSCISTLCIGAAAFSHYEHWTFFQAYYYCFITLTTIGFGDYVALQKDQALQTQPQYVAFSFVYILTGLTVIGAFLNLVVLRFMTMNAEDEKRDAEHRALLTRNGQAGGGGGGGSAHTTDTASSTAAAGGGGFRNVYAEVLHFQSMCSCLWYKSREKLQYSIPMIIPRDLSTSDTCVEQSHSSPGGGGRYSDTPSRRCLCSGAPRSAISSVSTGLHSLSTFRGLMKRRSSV
TRPC4 act = TRPC4 (mouse) channel activation | B-score at 10 µM | actives 0.49% (n = 310,000) | Q9QUQ5 | HEK293 TRPC4beta/mu-opioid, Fluo4 calcium fluorescence; hits give high values;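 active = B-score above 5 SD of library B-scores, and initial fluorescence ratio not above library mean plus 5 SD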;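 also: positive B-score marks a calcium rise read as TRPC4 activation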
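System: HEK293 cells stably co-expressing mouse TRPC4beta and mu-opioid receptor; Schedule: Fluo4 dye loading 45 min at room temperature, 110 s recording; Detection: Fluo4 fluorescence, kinetic; Evaluation: B-scored integrated calcium fluorescence ratio; Controls: buffer (low) and maximal DAMGO (high).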
DYRK1A inh = inhibitors of rat Dyrk1A kinase | Q63470 | ADP-Glo luminescence, NFATc1 peptide | inhibition, % at 12.5 µM | actives 0.43% (n = 310,000) | AID 504441; in the data active = inhibition above about 50%;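 also: plate controls were vehicle with enzyme for no effect and no enzyme for full effect; many of its hits are not listed in these tables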
Platelet DG rel = modulates dense granule release in human platelets; actives 0.22% (n = 300,000); inhibition, %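 (compounds screened at 7.5 µM in platelet-rich plasma)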; human platelet-rich plasma, SFLLRN dense granule ATP release, luminescence; AID 1663;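 active = mean replicate score, as percent of positive control, at or above 50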
KCNK9 block = inhibitors of human KCNK9 two-pore domain potassium channel | B-score at 10 µM | HEK293 KCNK9, FluxOR thallium flux fluorescence; hits give low values | actives 1.2% (n = 310,000);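 active = ratio B-score over 3 SD below the library mean, with starting fluorescence within 5 SD of its mean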;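 also: negative B-score means less thallium flux so channel inhibition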
TRPC4 PAM = TRPC4 (mouse) allosteric potentiation; HEK293 TRPC4beta/mu-opioid, DAMGO EC20, Fluo-4 Ca2+ flux; hits give high values; B-score at 10 µM; Q9QUQ5; actives 0.42% (n = 310,000); AID 2227;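 active = B-score of calcium response area above 5 SD of library B-scores, with initial fluorescence ratio within 5 SD of library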;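 also: B-score of integrated fluorescence ratio over time as area under calcium response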
KCNQ1 pot = potentiators or activators of human KCNQ1 potassium channel; P51787; CHO-K1 KCNQ1, thallium flux FluxOR fluorescence; hits give high values; B-score at 10 µM; actives 0.35% (n = 310,000);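 active = fluorescence ratio B-score, a plate-corrected score, at least three library SD, with initial intensity B-score within 5 SD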
Target sequence (P51787 whole entry, looked up): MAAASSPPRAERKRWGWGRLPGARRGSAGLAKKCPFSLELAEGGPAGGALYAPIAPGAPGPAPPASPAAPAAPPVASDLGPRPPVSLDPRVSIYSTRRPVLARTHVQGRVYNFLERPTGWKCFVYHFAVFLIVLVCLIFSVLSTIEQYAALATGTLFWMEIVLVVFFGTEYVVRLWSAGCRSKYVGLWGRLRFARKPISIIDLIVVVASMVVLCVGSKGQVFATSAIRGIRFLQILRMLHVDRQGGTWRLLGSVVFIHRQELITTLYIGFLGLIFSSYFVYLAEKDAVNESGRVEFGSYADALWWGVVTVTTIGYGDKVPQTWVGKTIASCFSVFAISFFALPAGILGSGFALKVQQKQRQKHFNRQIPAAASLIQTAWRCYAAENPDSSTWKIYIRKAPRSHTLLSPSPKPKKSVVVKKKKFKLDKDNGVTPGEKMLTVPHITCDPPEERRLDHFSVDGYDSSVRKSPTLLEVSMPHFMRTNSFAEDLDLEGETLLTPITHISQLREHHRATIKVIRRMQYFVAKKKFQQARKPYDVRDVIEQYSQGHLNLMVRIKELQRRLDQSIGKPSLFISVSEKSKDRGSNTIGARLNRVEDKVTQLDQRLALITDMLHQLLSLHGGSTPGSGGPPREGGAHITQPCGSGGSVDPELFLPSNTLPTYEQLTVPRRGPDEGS
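Assay system: CHO-K1 cells stably expressing KCNQ1. Medium: assay buffer for compound exposure, DMSO matched across wells. Timing: 37 °C overnight plating, 90-min dark dye load, 20-min compound pretreatment. Signal: kinetic FluxOR fluorescence, 10 s baseline plus 110 s post-stimulus.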
KCNQ1 inh = human KCNQ1 channel inhibition; CHO-K1 KCNQ1, FluxOR thallium flux fluorescence; hits give high values; P51787; B-score at 10 µM; actives 1.3% (n = 310,000); AID 2642;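 active = compounds whose thallium flux B-score, printed positive for inhibition, exceeds three library SD while starting fluorescence stays within three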;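 also: channel opened by potassium depolarization with thallium stimulus after 20 min compound exposure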
TRPC4 inh = TRPC4 (mouse) channel inhibition; actives 0.39% (n = 300,000); HEK293 TRPC4beta/mu-opioid, DAMGO-evoked Fluo4 calcium flux; hits give low values; B-score at 10 µM;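 active = B-score over 3 SD under the library average, no early fluorescence shift, positive overall ratio signal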
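Material: HEK293 cells with stable TRPC4beta plus mu-opioid receptor expression / Probe or stimulus: DAMGO in two steps, submaximal then maximal / Compound: single concentration per test compound / Technique: kinetic Fluo4 fluorescence imaging of calcium influx / Read-out: per-well B score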
PolyA inhibitor = blocks polyadenylation in yeast reporter cells. calls only at 12 µM. S. cerevisiae SKY197-pL101 polyadenylation reporter, beta-gal luminescence; efflux-impaired pdr1/pdr3 knockout yeast; score 100 = 6 SD above DMSO. actives 0.02% (n = 300,000);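 active = lowest replicate activity score at least 50, where 100 means six control SD above control mean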;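 also: yeast exposed to compound for 9 h at 30 °C; higher score means more reporter readthrough which indicates perturbed polyadenylation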
Starred values were filed as active, the others as inactive; i = inactive; nt = not tested or not shown. A portion of the library, so the mix of outcomes need not match the whole.

SMILES | hERG protect | KCNK3 block | TRPC4 act | DYRK1A inh | Platelet DG rel | KCNK9 block | TRPC4 PAM | KCNQ1 pot | KCNQ1 inh | TRPC4 inh | PolyA inhibitor
COC(=O)Cc1cc(=O)n2[nH]c(C(F)(F)F)nc2n1 | -7 | i | i | 7 | -21 | i | i | i | i | i | i
Cc1ccc(-c2nnc(CCC(=O)NCc3csc(C)n3)o2)s1 | -10 | i | i | 15 | 2 | i | i | i | i | i | i
O=C(c1cc2n(n1)C(C(F)(F)F)CC(c1ccco1)N2)N1CCc2ccccc2C1 (configuration not stated) | -14 | i | i | 10 | 3 | i | i | i | i | i | i
CC(=O)c1cccc(NC(=O)/C(=C\c2cccnc2)NC(=O)c2ccco2)c1 | -6 | i | i | 1 | 3 | i | i | i | i | i | i
CCOc1cc(-c2nc(C)c(C(C)=O)n2O)ccc1OCC(=O)Nc1ccc(F)cc1 | -3 | i | i | -3 | -1 | i | i | i | i | i | i
CSc1nc(C)c(C(=O)C[n+]2ccccc2)cc1C#N | -9 | i | i | 4 | -6 | i | i | i | i | i | i
Cc1ccc2[nH]c(-c3ccccc3)c(CN3CCCC3)c(=O)c2c1 | -7 | i | i | 21 | 0 | i | i | i | i | i | i
CCOc1ccccc1NC(=O)NC1Cc2ccccc2C1 | -5 | i | i | -2 | 10 | i | i | i | i | i | i
Cc1ccc(-n2nc(-c3cccs3)cc2C(=O)NCC2CCCO2)c(C)c1 (configuration not stated) | -13 | i | 55* | 0 | 0 | i | i | i | i | -7* | i
CC(=O)N1CCOc2ccc(S(=O)(=O)N3CCC(C(=O)Nc4ccc(C)cc4C)CC3)cc21 | -8 | i | i | -1 | -7 | i | i | i | i | i | i
CCCCN(C(=O)Nc1ccc(Cl)cc1)C1CCN(C(C)=O)CC1 | -13 | i | i | 3 | -7 | i | i | i | i | i | i
Cc1ccc(NC(=O)CN(C)C(=O)CCOc2ccccc2C)cc1 | -12 | i | i | -5 | -5 | i | i | i | i | i | i
O=C(N/N=C/c1ccc(OC(=O)c2ccccc2)c([N+](=O)[O-])c1)c1ccc(O)cc1 | -9 | i | i | -2 | 17 | i | i | i | i | i | i
NS(=O)(=O)c1ccc(CCNC(=O)CCc2ccccc2)cc1 | -6 | i | i | nt | -10 | i | i | i | i | i | i
CCN(C=NC1=NN(c2cccc(C(F)(F)F)c2)CC1)CC | -4 | i | i | 1 | -2 | i | i | i | i | i | i
Cc1nn(C(C)C(=O)c2cccc(Cl)c2)c(C)c1[N+](=O)[O-] (configuration not stated) | -11 | i | i | -5 | 0 | i | i | i | i | i | i
CCC(CC)NC(=O)c1ccc(NS(=O)(=O)c2ccc3[nH]c(=O)[nH]c3c2)cc1 | -7 | i | i | 3 | 1 | i | i | i | i | i | i
CCNC(=O)CC1C(=O)N(c2ccc(F)cc2)C(=O)N1Cc1ccc(OC)cc1 (configuration not stated) | -6 | i | i | 6 | 1 | i | i | i | i | i | i
O=C(NCN1C(=O)C2C3C=CC(C3)C2C1=O)Nc1nncs1 (configuration not stated) | -3 | i | i | 0 | 4 | i | i | i | i | i | i
CCOC(=O)N1CCN(S(=O)(=O)c2ccc(OC)c(C(=O)N3CCCCC3)c2)CC1 | -5 | i | i | 0 | -7 | i | i | i | i | i | i
Cc1c(-c2ccc(F)cc2)[n+](=O)c2c(n1[O-])CCCCC2 | -5 | i | i | -4 | 17 | i | i | i | i | i | i
CC1CCC(C(C)C)C(OC(=O)CSc2nnc(N)s2)C1 (configuration not stated) | -8 | -9.7* | i | 1 | 7 | i | i | i | i | i | i
COc1ccc(S(=O)(=O)N2CCCCC2)cc1NC(=S)Nc1cccc(Cl)c1C | -10 | i | i | -10 | -3 | i | i | i | i | i | i
ONC(=Nc1cccc(C(F)(F)F)c1)c1cccnc1 | -7 | i | i | nt | 7 | i | i | i | i | i | i
COc1ccc(/C=C\c2cc(OC)c(OC)cc2CC[N+](C)(C)C)cc1OC | -9 | i | i | 0 | 2 | i | i | i | i | i | i

Continued.
SMILES | hERG protect | KCNK3 block | TRPC4 act | DYRK1A inh | Platelet DG rel | KCNK9 block | TRPC4 PAM | KCNQ1 pot | KCNQ1 inh | TRPC4 inh | PolyA inhibitor
CCOC(=O)COc1ccc(S(=O)(=O)N2CCN(c3ccccc3)CC2)cc1 | -15 | i | i | -5 | 2 | i | i | i | i | i | i
CCCCCCCCOC(=O)C[N+](C)(C)C/C=C(/C)Cl | -12 | i | i | -4 | 6 | i | i | i | i | i | i
CCC(=O)N(c1ccc(C(=O)O)cc1)c1nc(-c2ccc(OC)cc2)c(C)s1 | -2 | i | i | nt | -3 | i | i | i | i | i | i
CC(C)(CO)Nc1nc(Cl)nc(NC2CCCCC2)n1 | -2 | i | i | -1 | 8 | i | i | i | i | i | i
CC(O)Cn1c(N2CCCC2)nc2c1c(=O)n(C)c(=O)n2C (configuration not stated) | -4 | i | i | 0 | 10 | i | i | i | i | i | i
COc1ccc(CNc2n[nH]c(NCc3ccc(OC)c(OC)c3)n2)cc1OC | -8 | i | i | 4 | 4 | i | i | i | i | i | i
COc1cc2[nH]c(=O)n(CCC(=O)N3CC=C(c4ccccc4)CC3)c(=O)c2cc1OC | -2 | i | i | -3 | -1 | i | i | i | i | i | i
N/C(CSc1nc(-c2ccccc2)c(-c2ccccc2)o1)=N\O | -12 | i | i | 2 | -1 | -7.2* | i | i | 8* | i | i
O=C(Cn1cc2c(n1)CCCC2)NCc1cccnc1 | -9 | i | i | -4 | -2 | i | i | i | i | i | i
COc1cccc(NC(=O)N2CCCc3ccccc32)c1 | -3 | i | i | -3 | 13 | i | i | i | i | i | i
COc1ccc(C2=NN(C(=O)CSc3nc4ncc(Cl)cc4[nH]3)C(c3ccco3)C2)cc1 (configuration not stated) | -15 | i | i | -11 | 0 | i | i | i | i | i | i
COc1ccc(NC(=O)CSc2nnc(C)c(=O)n2N)cc1 | -2 | i | i | 3 | -4 | i | i | i | i | i | i
COCCNC(=O)c1ccc2c(c1)ncn2-c1ccc(F)c(F)c1 | -11 | i | i | 3 | 25 | i | i | i | i | i | i
CN(CCO)c1cc(Sc2nc3ccccc3s2)c2nonc2c1[N+](=O)[O-] | -16 | i | i | -8 | -4 | i | i | i | i | i | i
COc1ccc(NC(=O)CN2C(=O)COc3ccc(S(=O)(=O)N4CCCCC4)cc32)c(OC)c1 | -8 | i | i | -4 | 25 | i | i | i | i | i | i
Cc1ccccc1-n1nnnc1SC1CCOC1=O (configuration not stated) | -8 | i | i | -4 | -8 | i | i | i | i | i | i
COc1cccc(OCCNC(=O)c2cccc(OC)c2)c1 | -7 | i | i | 5 | 53* | i | i | i | i | i | i
O=C(Nc1ccccc1C(=O)Nc1ccccc1)c1ccccc1Br | -6 | i | i | 3 | -3 | i | i | i | i | i | i
CCOC(=O)N1CCN(c2nc(C)c3c(n2)CC(C)CC3=O)CC1 (configuration not stated) | -11 | i | i | 1 | 0 | i | i | i | i | i | nt
COc1ccc(S(=O)(=O)Cc2ccc(C(=O)NCc3ccc(C)cc3)o2)cc1 | -9 | i | i | 3 | 22 | i | i | i | i | i | i
COc1cc(OC)cc(C(=O)N2CCN(S(C)(=O)=O)CC2)c1 | -4 | i | i | -25 | 0 | i | i | i | i | i | i
CC1CCN(CC(=O)Nc2ccc(Br)cc2[N+](=O)[O-])CC1 | -6 | i | i | -1 | -5 | i | i | i | i | i | i
COc1ccc2nc(SC(C(=O)c3ccccc3)c3ccccc3)nc(C)c2c1 (configuration not stated) | -16 | i | i | 11 | -2 | i | i | i | i | i | i
COc1ccc(CCN2CC(C(=O)NCCc3ccccc3)CC2=O)cc1OC (configuration not stated) | -15 | i | i | -5 | 10 | i | i | i | i | i | i
Cc1nc2c(-c3ccccc3)c(C)nn2c(SCC(N)=O)c1Cc1ccccc1 | -5 | i | i | nt | 5 | i | i | i | i | i | i

Single records, as listed above. Order of screens: hERG protect	KCNK3 block	TRPC4 act	DYRK1A inh	Platelet DG rel	KCNK9 block	TRPC4 PAM	KCNQ1 pot	KCNQ1 inh	TRPC4 inh	PolyA inhibitor
Listed for N/C(CSc1nc(-c2ccccc2)c(-c2ccccc2)o1)=N\O : -12	i	i	2	-1	-7.2*	i	i	8*	i	i
Listed for CCC(CC)NC(=O)c1ccc(NS(=O)(=O)c2ccc3[nH]c(=O)[nH]c3c2)cc1 : -7	i	i	3	1	i	i	i	i	i	i

Continued:
SMILES | hERG protect | KCNK3 block | TRPC4 act | DYRK1A inh | Platelet DG rel | KCNK9 block | TRPC4 PAM | KCNQ1 pot | KCNQ1 inh | TRPC4 inh | PolyA inhibitor
COc1ccc([N+](=O)[O-])cc1NC(=O)c1ccccc1SC | -2 | i | i | -2 | 9 | i | i | i | i | i | i
O=C(CN1C(=O)NC2(CCCC2)C1=O)N1CCN(S(=O)(=O)c2ccc(Cl)cc2)CC1 | -8 | i | i | 1 | -3 | i | i | i | i | i | i
CC(=O)C(=Cc1cn(-c2ccccc2)nc1-c1ccccc1)C(C)=O | -1 | i | i | -3 | 9 | i | i | i | i | i | nt
O=C(N/N=C/c1ccccn1)C(O)c1ccccc1 (configuration not stated) | -9 | i | i | nt | -2 | i | i | i | i | i | i
COc1ccc(CCNC(=O)CN2C(=O)c3ccccc3S2(=O)=O)cc1 | 1 | i | i | -3 | -3 | i | i | i | i | i | i
COc1cccc(/C=C2\Oc3cc(OCC(=O)N4Cc5ccccc5C[C@H]4C(=O)O)ccc3C2=O)c1 | -9 | i | i | 16 | 5 | i | i | i | i | i | i
COCCNC(=O)C(=O)Nc1ccc(Br)cc1 | -4 | i | i | 25 | -5 | i | i | i | i | i | i
CCOC(=O)c1ccc(NC(=O)NCc2cccnc2)cc1 | 1 | i | i | -7 | 8 | i | i | i | i | i | i
Cn1ncc(Cl)c1C(=O)N1CCN(S(=O)(=O)c2ccc(F)cc2)CC1 | -4 | i | i | -3 | 11 | i | i | i | i | i | i
Cc1nc(-c2ccccc2)ccc1C(=O)O | -14 | i | i | -2 | 6 | i | i | i | i | i | i
CCCc1nc(N2CCN(C)CC2)c2sc(=S)n(-c3ccccc3)c2n1 | -5 | i | i | 12 | 2 | i | i | i | i | i | i
c1ccc(NCc2nc(-c3ccccc3)no2)cc1 | -8 | i | i | -5 | -1 | i | i | i | i | i | i
Cc1ccccc1CNS(=O)(=O)c1c(C(=O)N2CCCCC2)c(C)n(C)c1C | -9 | i | i | -3 | -4 | i | i | i | i | i | i
O=C(NNC1CC(=O)N(c2ccccc2)C1=O)c1cccnc1 (configuration not stated) | -6 | i | i | 4 | 23 | i | i | i | i | i | i

High-throughput results as filed in PubChem.
